Source: PubChem BioAssay
EP2 antag – inhibitors of human EP2 prostaglandin E2 receptor | 260,000 compounds, 0.52% hits | AID 1422 | C6 glioma cells expressing human EP2, cAMP TR-FRET; cells stimulated with saturating PGE2 | inhibition, % at 25 µM | P43116;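 active = percent inhibition above 40 after rounding to a whole number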;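 also: rat C6 glioma host cells with rolipram phosphodiesterase inhibitor present; the protocol text gives 20 µM as final concentration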
Target sequence (P43116 whole entry, looked up): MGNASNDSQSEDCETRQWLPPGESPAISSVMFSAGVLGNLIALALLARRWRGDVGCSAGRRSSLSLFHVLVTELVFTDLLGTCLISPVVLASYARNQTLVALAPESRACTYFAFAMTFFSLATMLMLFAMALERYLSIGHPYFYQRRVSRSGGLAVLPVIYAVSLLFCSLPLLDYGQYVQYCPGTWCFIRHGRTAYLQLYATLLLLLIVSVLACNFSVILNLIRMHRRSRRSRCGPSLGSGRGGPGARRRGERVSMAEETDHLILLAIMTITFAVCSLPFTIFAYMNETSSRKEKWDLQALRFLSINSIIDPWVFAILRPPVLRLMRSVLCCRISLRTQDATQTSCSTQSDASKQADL
* marks the source's active call; other numbers are inactive results; & = joins results of further samples. Some of the compounds tested. The share of hits here may be higher or lower than overall.

nr	SMILES	EP2 antag
1	C[C@@H]1O[C@@H](OC[C@H]2OC(Oc3c(-c4ccc(O)c(O)c4)oc4cc(O)cc(O)c4c3=O)[C@H](O)[C@@H](O)[C@@H]2O)[C@H](O)[C@H](O)[C@H]1O (stereo partly specified)	7.2
2	O=C(Cn1c(C(F)(F)F)nc2ccccc21)NC1(c2ccc3c(c2)OCO3)CCCC1	7.5
3	COc1cc(OC)cc(OCC(O)Cn2c(C)nc3ccccc32)c1 (stereo unspecified)	9.5
4	Cc1cc(C)c2[nH]c(=O)c(CN(Cc3ccc4c(c3)OCO4)S(=O)(=O)c3ccc(F)cc3)cc2c1	11.0
5	O=c1[nH]c2cc3c(cc2cc1CN(Cc1cccnc1)S(=O)(=O)c1ccc(F)cc1)OCCO3	5.0
6	CCc1cccc(CC)c1NC(=O)CN1CCC(n2nnc3cc(C(F)(F)F)ccc32)CC1	19.5
7	COc1cccc(/C(O)=C2/C(=O)C(=O)N(CCN(C)C)C2c2ccc(C)o2)c1 (stereo unspecified)	8.5
8	C/C(N[O-])=C(\C)[N+]([O-])=[Fe].CC(=N\[O-])/C(C)=N/[O-].[NH2-].c1c[nH+]c[n-]1	44.4*
9	COCC(C)NC(=O)C1CC(c2ccc(Cl)cc2)=NO1 (stereo unspecified)	13.4
10	COc1ccc(CN2CC[C@H]3C=CC[C@@H](C(=O)Nc4ccc(Cl)c(C(F)(F)F)c4)[C@H]3C2=O)cc1OC	3.4
11	c1ccc2[nH]cnc2c1	14.1
12	O=C(Nc1ccc(S(=O)(=O)NCC2CCCO2)cc1)C1CCCO1 (stereo unspecified)	13.1
13	Cc1nn(-c2ccccc2)c(Cl)c1C1N2CCCN1CC2 (stereo unspecified)	4.7
14	O=C(c1ccc(Cl)c(Cl)c1)N1CCC(=O)N(C(CO)Cc2ccccc2)CC1 (stereo unspecified)	17.3
15	Cc1ccc2[nH]c(=O)c(CN(Cc3nnnn3C3CCCCC3)C3CCCCC3)cc2c1	4.8
16	CCCC(C)C1C(C#N)=C(N)Oc2n[nH]c(C)c21 (stereo unspecified)	15.1
17	Cc1sc2ncnc(SCC(=O)N3CCc4ccccc43)c2c1C	7.3
18	COc1nc(C)nc(NC(=O)COc2ccc(Cl)cc2C)n1	2.9
19	CCC(c1nnnn1Cc1ccc(F)cc1)N(Cc1ccco1)Cc1cc2cc(C)ccc2[nH]c1=O (stereo unspecified)	11.2
20	COc1cc(C(=O)OC(C)CN2C(C)CCCC2C)cc(OC)c1OC (stereo unspecified)	12.6
21	Cn1cnnc1Sc1nc2c(c(=O)n(C)c(=O)n2C)n1Cc1ccc(Cl)cc1	9.2
22	CCOC(=O)c1cc(-c2cccs2)no1	8.9
23	CCOC(=O)c1sc(NC(=O)CSc2nnc3c(C)cc4cc5c(cc4n23)OCCO5)nc1C	9.2
24	Nc1cc(-c2cccs2)nn(CC(=O)N2CCC(Cc3ccccc3)CC2)c1=O	2.8
25	CC(C)c1ccc(OCc2n[nH]c(=S)n2C)cc1	7.1

Three of the compounds above, with each value named.
[23] CCOC(=O)c1sc(NC(=O)CSc2nnc3c(C)cc4cc5c(cc4n23)OCCO5)nc1C
  EP2 antag: 9.2
[15] Cc1ccc2[nH]c(=O)c(CN(Cc3nnnn3C3CCCCC3)C3CCCCC3)cc2c1
  EP2 antag: 4.8
[25] CC(C)c1ccc(OCc2n[nH]c(=S)n2C)cc1
  EP2 antag: 7.1

Additional results.
nr	SMILES	EP2 antag
26	CCN(CC)C(=O)Cn1nc2c(C)cc3cc4c(cc3n2c1=O)OCO4	5.6
27	COc1ccccc1NC(=O)CN1C(=O)CC(c2ccccc2)=Nc2ccccc21	24.8
28	COc1ccc(C)cc1CN1CCC(NC(C)=O)(c2ccc(F)cc2)CC1	7.8
29	O=S(=O)(Nc1cccc2ncccc12)c1ccc2ccccc2c1	8.3
30	O=C(O)C[C@H](Cc1ccccc1)C(=O)O	15.2
31	O=C(NCC1CCN(c2ccc(S(=O)(=O)N3CCCC3)cc2)CC1)C1CCC1	8.1
32	O=C(NCCN1CCOCC1)C(=O)Nc1cccc(C(F)(F)F)c1	5.6
33	CC1CCCN(CC(O)c2ccc3c(c2)CCCN3C(=O)C2CC2)C1 (stereo unspecified)	5.3
34	O=C(CCn1c(-c2cccnc2)cc2cccnc21)NC1CCCCC1	8.7
35	COc1cc(C2C(C#N)=C(N)Oc3n[nH]c(-c4ccc(F)cc4)c32)ccc1OCC(N)=O (stereo unspecified)	10.9
36	O=C(CSc1nc(-c2ccco2)cc(C(F)(F)F)n1)Nc1c(Cl)cccc1Cl	10.8
37	CCOc1ccccc1NC(=O)CN1C(=O)COc2ccc(C)cc21	8.8
38	COc1ccc(S(=O)(=O)N2CCC(C(=O)Nc3ccc(F)cc3)CC2)cc1C	15.3
39	CCn1c2ccccc2c2nnc(NCCCO)nc21	10.6
40	CC(C)=CCC/C(C)=C/CC/C(C)=C/CO	7.6
41	COC(=O)c1c(NC(=O)CSc2nnc3n2C(C)(C)Cc2ccccc2-3)sc(C(C)=O)c1C	9.5
42	CC1CCN(c2nc3c(c(=O)[nH]2)CN(Cc2ccc4ncccc4c2)CC3)CC1	3.7
43	CCOc1ccc(-n2c(SCC(=O)N3CCCCC3)nnc2-c2ccncc2)cc1	16.0
44	NC[C@H]1O[C@H](n2cnc3c(N)ncnc32)C[C@@H]1O	9.8
45	CCCc1ccc(C(=O)O)o1	12.3
46	Cc1nc(C)c(C(=O)N[C@@H](Cn2nnc3ccccc32)C(C)C)o1	7.5
47	COc1[nH]c2ccc(F)cc2c1C(=O)OCC1CCN(CCNS(C)(=O)=O)CC1	16.1&9.4
48	CCOc1cccc(C2C3=C(CC(C)(C)CC3=O)N(C)C3=C2C(=O)CC(C)(C)C3)c1	5.3
49	CCOC(=O)C[C@H]1c2ccccc2S(=O)(=O)N1c1ccccc1	2.5
50	O=C(CN1CCN(C(=O)N2CCOCC2)CC1)Nc1ccc(F)cc1	8.9
51	COc1ccc(C(c2nnnn2C2CCCCC2)N2CCN(c3ccccc3)CC2)c(OC)c1 (stereo unspecified)	11.6
52	CNC(=O)C(=O)Nc1nccs1	11.6
53	CSc1ccccc1NC(=O)CSc1nc(-c2cccs2)cc(C(F)(F)F)n1	4.5
54	C/C(Cl)=C/Cn1c(NCc2ccco2)nc2c1c(=O)n(C)c(=O)n2C	6.3
55	CCn1c(=O)c(C(=O)Nc2nc3ccc(C)cc3s2)c(O)c2ccccc21	11.7
56	CCc1[nH]nc2c1C1(C(=O)N(CC)c3ccccc31)C(C#N)=C(N)O2 (stereo unspecified)	8.6
57	CCOc1ccc2[nH]c(=O)c(CN(CCO)S(=O)(=O)c3c(C)cc(C)cc3C)cc2c1	14.1
58	O=C(Cc1cccc(F)c1)N1CCc2c(nc(N3CCCC3)[nH]c2=O)C1	2.7
59	CC1(C)Cc2c(c(N3CCOCC3)nc3sc4c(N5CCCC5)ncnc4c23)CO1	5.7
60	COCCN1C(=O)N[C@@H](c2cccc(C(F)(F)F)c2)[C@@H](C(=O)OC)[C@H]1C	8.2
61	Cc1ccc(S(=O)(=O)N2CCC(C(=O)Nc3cnccn3)CC2)cc1	5.0
62	CCN(CC)CCNc1nc2c(c(=O)n(C)c(=O)n2C)n1CCc1ccccc1	14.9
63	CC(=O)Nc1ccc2oc(-c3cccc4ccccc34)nc2c1	13.7
64	CCC(C)NC(=O)c1ccccc1NC(=O)CN1C(=O)c2cccc3cccc1c23 (stereo unspecified)	26.0
65	Cc1cccc(Nc2nc(NCCO)nc(N3CCOCC3)n2)c1	11.5
66	CCOC(=O)c1ccc(COC(=O)CCc2nc3ccccc3[nH]c2=O)cc1	8.0
67	COc1ccc(OC)c(-n2nnnc2SCC(=O)Nc2ccccc2OC)c1	10.6
68	CC(=O)O[C@H]1CC[C@@]2(C)C(C[C@@H](OC(C)=O)[C@@]3(C)C4=CC(=O)O[C@@H](c5ccoc5)[C@]4(C)CCC23)C1(C)C (stereo partly specified)	15.3
69	CCc1nc2ccc(NC(=O)c3cc(=O)c4cc(C)c(C)cc4o3)cc2[nH]1	8.9
70	O=C(c1cccs1)N1CCN(Cc2ccc(F)cc2)CC1	4.7
71	O=C(c1ccc(Cl)cc1)N1CCNCC1	15.2
72	CN(C)S(=O)(=O)N1CCC(n2nc(C3CC3)ccc2=O)CC1	8.8
73	O=C(/C=C/c1ccc(O)cc1)c1ccccc1O	22.7
74	COc1ccc(C(=O)[C@H]2CCCN(C(=O)c3cc(C(C)(C)C)nn3C)C2)cc1	2.5
75	Cc1ccc2cc(CN(CCCN3CCOCC3)C(=O)Nc3ccc(Cl)cc3)c(=O)[nH]c2c1C	20.5

The results go on:
nr	SMILES	EP2 antag
76	COc1nc(-c2ccc(Cl)cc2)ccc1-c1noc(-c2cccnc2)n1	6.4
77	NC(=O)c1c(NC(=O)C2CC(c3c(F)cccc3Cl)=NO2)sc2c1CCCC2 (stereo unspecified)	10.9
78	Cn1c(=O)c2[nH]c(-c3ccc(S(=O)(=O)O)cc3)nc2n(C)c1=O	10.9&10.2
79	NC(=O)c1nc(-c2ccc(-c3ccccc3)cc2)nc2c1[nH]c(=O)n2CC1CCCO1 (stereo unspecified)	10.4
80	O=C(/C=C/c1ccco1)c1ccc(Br)cc1	10.0
81	COCOc1cc(O)c(C(=O)/C=C/c2ccc(OCOC)c(OCOC)c2)c(OCOC)c1	11.0
82	COCCn1nnnc1C(c1cc2cccc(C)c2[nH]c1=O)N1CCN(c2ccc(F)cc2)CC1 (stereo unspecified)	8.4
83	CCC(C)OC(=O)C(C)n1cnc2sc(C(=O)Nc3ccccc3OC)c(C)c2c1=O (stereo unspecified)	6.4
84	CC(C)NC(=O)C1CC(c2ccccc2Cl)=NO1 (stereo unspecified)	5.9
85	COc1ccccc1NC(=O)N(CCN1CCOCC1)Cc1cc2c(C)ccc(C)c2[nH]c1=O	7.2
86	CN(C)CC[C@@H](c1ccc(Cl)cc1)c1ccccn1	9.8&6.5
87	COc1c(O)cc(O)cc1O	14.7
88	CCOC(=O)C1=C(NC(=O)CSc2ccccn2)SC2CCCC12 (stereo unspecified)	5.4
89	CC1=NN(C(=O)c2ccncc2)C(=O)[C@@H]1N=Nc1ccc2ccccc2c1	58.2*
90	COc1ccc(NC(=O)C(=O)N2CCCCC2)cc1OC	9.2
91	CCOc1ccc(N2C(=O)c3ccccc3NC2c2cccc(O)c2)cc1 (stereo unspecified)	5.4
92	Cc1ccc2cc(CN(Cc3cccnc3)C(=S)Nc3ccccc3)c(=O)[nH]c2c1C	13.7
93	Cc1cc2cc(C)c3nnc(SCC(=O)c4ccc(F)cc4)n3c2cc1C	11.6
94	COc1ccc(Cl)cc1N1CC(O)=C(c2nc3ccccc3s2)C1=N	10.7
95	O=C(CSc1nc(O)c(Cc2ccc(F)cc2)c(=O)[nH]1)Nc1cccc2ccccc12	8.8
96	Cc1ccc2cc(CN(Cc3cccs3)C(=O)NC3CCCCC3)c3nnnn3c2c1	7.7
97	O=C(NCc1ccccc1Cl)C1CCN(C(=O)c2cccs2)CC1	8.4
98	COc1cc(C[C@@H](CO)[C@H](CO)Cc2ccc(O)c(OC)c2)ccc1O	14.5
99	CC(C)(C)COS(=O)OCC(C)(C)C	7.3
100	Nc1cc(-c2cccs2)nn(CC(=O)Nc2ccc(C(F)(F)F)cc2)c1=O	2.8
101	COc1ccccc1NC(=O)N1CCC(NC(=O)c2cccc(C)c2)CC1	5.5
102	Cc1ccc(-c2nnc(SCC(=O)Nc3ccc(S(=O)(=O)N4CCOCC4)cc3)o2)cc1	7.0
103	COc1cc2[nH]c(=O)c(C(=O)NCCc3ccc(Cl)cc3)c(O)c2cc1OC	10.1
104	Cc1ccc(CN(C(=O)c2csnn2)C(C(=O)NC2CCCC2)c2ccco2)cc1 (stereo unspecified)	5.1
105	CCOc1ccc(NC(=S)N(Cc2ccco2)Cc2cc3cccc(C)c3[nH]c2=O)cc1	11.4
106	O=C1C=C(c2cccc3c2oc2ccccc23)CCC1	8.4
107	COc1ccc(CCNC(=O)C2CCCN(c3nc4ccccc4s3)C2)cc1OC (stereo unspecified)	15.5
108	COc1ccc(NC(=O)CSc2nc3ccc(Cl)cc3[nH]2)cc1	11.4
109	COc1ccc(NC(=O)N(Cc2ccccc2)Cc2cc3ccc(C)c(C)c3[nH]c2=O)cc1	7.3
110	CCOC(=O)C(C)n1cnc2sc(C)c(-c3ccc(C)c(C)c3)c2c1=O (stereo unspecified)	8.3
111	CC1(c2nnc(-c3ccccc3)o2)CC(c2ccc([N+](=O)[O-])cc2)=NO1 (stereo unspecified)	5.0
112	O=C(NC1CCCCC1)C(c1ccncc1)N(C(=O)Cc1cccs1)c1ccc(F)cc1 (stereo unspecified)	9.1
113	COc1ccc(C(=O)N(CC(=O)NCC2CCCO2)Cc2ccccc2F)cc1OC (stereo unspecified)	11.8
114	COc1ccc(NC(=O)N(Cc2ccccc2)Cc2cc3c(C)cc(C)cc3[nH]c2=O)cc1	8.5
115	Cc1cc2oc(C(=O)N3CCN(C4CCCCC4)C(=O)C3)cc(=O)c2cc1C	7.6
116	CC(C)N(C(=O)Cn1nnc2ccccc21)C(C(=O)NCc1ccco1)c1ccc(Cl)cc1 (stereo unspecified)	12.0
117	COCCCNC(=O)c1c(NC(=O)c2ccccc2)sc2c1CCCC2	11.4
118	Cc1cc(C(O)CN2CCN(c3nc4ccccc4o3)CC2)c(C)s1 (stereo unspecified)	8.0
119	Cc1cccc2cc(CN(Cc3ccc(F)cc3)C(=O)c3ccncc3)c3nnnn3c12	13.3
120	COCCOc1cccc(CN2CCC(O)(c3ccc(F)cc3)CC2)c1	7.3
121	CCc1ccccc1NC(=O)C1CC(=O)N(c2ccc(OC)cc2)C1 (stereo unspecified)	10.4
122	Cc1c(CN2CCN(C3CCCCC3)C(=O)C2)cnn1Cc1ccccc1	3.4
123	CC1(C)CC[C@]2(C(=O)O)CC[C@]3(C)C(=CCC4[C@@]5(C)CC[C@H](O)C(C)(C)C5[C@H](O)C[C@]43C)C2C1 (stereo partly specified)	10.3
124	O=c1[nH]c(N2CCCCC2)nc2c1CCN(Cc1ccc(F)c(F)c1)C2	8.2
125	C[n+]1ccc(C(=O)Nc2ccccc2)cc1	13.8
126	COc1ccc(Cl)cc1NC(=O)CSc1ncnc2sc(C)c(C)c12	8.2
